Assay outcomes (PubChem BioAssay)
M4 ag – human M4 muscarinic receptor agonists, primary screen, CHO-K1 cells, Fluo-8 calcium fluorescence; Muscarinic acetylcholine receptor M4 (Homo sapiens), P08173; CHO-K1 hM4/Gqi5; vehicle 0%, full acetylcholine response 100%; activation, % at 3 µM; actives 0.14% (n = 360,000); AID 624127, 2012;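 active = activation above the run mean over all test wells plus 3 SD, cut at about 32% in these data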;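 note: peak over basal fluorescence ratio per well then scaled between controls; 0% = DMSO wells and 100% = acetylcholine at EC100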
Target sequence (P08173 whole entry, looked up): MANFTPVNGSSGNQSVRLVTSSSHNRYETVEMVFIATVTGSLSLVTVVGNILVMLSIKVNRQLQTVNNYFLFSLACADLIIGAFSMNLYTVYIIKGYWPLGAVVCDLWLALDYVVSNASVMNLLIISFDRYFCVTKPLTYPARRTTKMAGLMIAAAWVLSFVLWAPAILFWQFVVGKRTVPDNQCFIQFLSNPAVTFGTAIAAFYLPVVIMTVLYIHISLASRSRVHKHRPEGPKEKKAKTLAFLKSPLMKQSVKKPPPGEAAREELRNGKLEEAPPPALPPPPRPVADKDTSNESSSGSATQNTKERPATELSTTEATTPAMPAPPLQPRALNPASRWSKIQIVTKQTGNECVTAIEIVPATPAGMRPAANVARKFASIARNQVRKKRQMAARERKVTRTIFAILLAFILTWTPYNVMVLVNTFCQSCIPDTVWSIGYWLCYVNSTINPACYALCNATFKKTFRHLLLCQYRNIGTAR
CHRM4 antagonist – human M4 muscarinic receptor antagonists, primary screen, CHO cells, Fluo-8 calcium fluorescence. Muscarinic acetylcholine receptor M4 (Homo sapiens), P08173. CHO-hM4 cells, ACh EC80. inhibition, % at 3 µM. actives 0.73% (n = 360,000);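 active = inhibition above its plate's cutoff, the mean inhibition of sample wells plus 3 SD, cut at about 27% in these data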;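 note: 0% = acetylcholine EC80 with DMSO and 100% = DMSO without agonist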
Starred values were filed as active, the others as inactive.

CHRM4 antagonist | M4 ag | SMILES
-23 | 13 | COC(=O)[C@@]12C[C@@H](CC(=O)N3CCN(C(=O)c4ccco4)CC3)C(=O)N(CCc3ccc(OC)c(OC)c3)C1=CCC(C)(C)C2
5 | -2 | COC(=O)/C=C1\OCc2cc(OC)c(OCc3ccccc3)cc21
7 | 2 | CCCCNC(=O)C[C@@H]1C[C@@]2(C(=O)OC)CC(C)(C)CC=C2N(Cc2ccccc2)C1=O
3 | 1 | CCC(CC)C(C(=O)NCc1ccccc1)N1CCN(C(=O)C2CCCO2)CC1 (centres undefined)
7 | 1 | COC(=O)c1cn(CC(C)n2c(=O)c3ccccc3n2Cc2cc(C(C)C)no2)nn1 (centres undefined)
6 | 4 | Cc1ccc(S(=O)(=O)N2[C@@H](Cc3ccccc3)CO[C@H]2CC(=O)OCc2ccccc2)cc1
-12 | 11 | C#CCNC(=O)C[C@@H]1C[C@@]2(C(=O)OC)CCCCC=C2N(Cc2ccc3c(c2)OCO3)C1=O
-3 | 2 | O=C(C(O)c1ccccc1)N1CCN(S(=O)(=O)c2ccc(OC(F)(F)F)cc2)CC1 (centres undefined)
7 | 1 | COC1=CC(=O)OC(c2cccc(C#N)c2)C1 (centres undefined)
-19 | 2 | COC(=O)[C@@]12C[C@@H](CC(=O)NCc3cccc4ccccc34)C(=O)N(Cc3ccc4c(c3)OCO4)C1=CCC(C)(C)C2
-15 | 6 | CCOC(=O)[C@]12CCCC=C1N(CCC1=CCCCC1)C(=O)[C@H](CC(=O)NCc1ccc(C)o1)C2
5 | 0 | CCOC1=C2CN(S(=O)(=O)c3ccc(C)cc3)C(c3ccc(CC)cc3)CC2N(S(=O)(=O)c2ccc(C)cc2)C(c2ccc(CC)cc2)C1 (centres undefined)
-1 | 4 | O=C(C(=O)N1CCC(c2ccccc2)CC1)c1ccc(F)c(F)c1
-3 | 5 | Cc1cccc(C)c1NC(=O)C(c1cccc2ccccc12)n1c(=O)c(-c2ccco2)nc2ccccc21 (centres undefined)
-2 | 3 | Cc1ccc(S(=O)(=O)N2C3CCCCC3O[C@H]2CC(=O)c2ccccc2)cc1 (some centres undefined)
6 | -1 | O=C(Nc1ccc2c(c1)OCCO2)C(C1CC1)n1c(=O)c(-c2ccccc2)nc2ccccc21 (centres undefined)
3 | 3 | Cc1cc(N2CCN(C(C(=O)NC3CCCC3)c3ccco3)CC2)c2ccccc2n1 (centres undefined)
0 | 4 | O=C1Nc2ccccc2-c2nnnn2C1N1CCCCC1 (centres undefined)
-13 | 6 | O=[N+]([O-])c1ccc(F)c(CN2CCN(c3ncc(Cc4ccccc4)cn3)CC2)c1
-8 | 1 | CCCCCNC(=O)C(c1ccc(C#N)cc1)n1c(=O)c(-c2ccco2)nc2ccccc21 (centres undefined)
-7 | 2 | Cc1cccc(C)c1NC(=O)C1C(c2ccccc2)=Nc2ccccc2N1C(=O)c1cnccn1 (centres undefined)
2 | 2 | COc1ccc(C(C(=O)NC(C)(C)C)n2c(-c3ccc(=O)[nH]c3)nc3ccccc32)cc1 (centres undefined)
-5 | 1 | COC(=O)C(C(=O)OC)c1ncccc1NS(=O)(=O)c1ccc(C)cc1
-13 | 1 | CCCCCNC(=O)C(c1ccccc1F)n1c(=O)c(-c2ccco2)nc2ccccc21 (centres undefined)
11 | 2 | COC(=O)C1(C(=O)OC)C[C@H](/C=C/c2ccccc2)N(Cc2ccccc2OC)[C@@H]1c1ccc(F)cc1

Quoted from above (five entries):
CHRM4 antagonist | M4 ag | SMILES
-15 | 6 | CCOC(=O)[C@]12CCCC=C1N(CCC1=CCCCC1)C(=O)[C@H](CC(=O)NCc1ccc(C)o1)C2
5 | 0 | CCOC1=C2CN(S(=O)(=O)c3ccc(C)cc3)C(c3ccc(CC)cc3)CC2N(S(=O)(=O)c2ccc(C)cc2)C(c2ccc(CC)cc2)C1 (centres undefined)
-1 | 4 | O=C(C(=O)N1CCC(c2ccccc2)CC1)c1ccc(F)c(F)c1
-3 | 5 | Cc1cccc(C)c1NC(=O)C(c1cccc2ccccc12)n1c(=O)c(-c2ccco2)nc2ccccc21 (centres undefined)
-2 | 3 | Cc1ccc(S(=O)(=O)N2C3CCCCC3O[C@H]2CC(=O)c2ccccc2)cc1 (some centres undefined)

(continued)
CHRM4 antagonist | M4 ag | SMILES
0 | 2 | CCC(C(=O)Nc1c(C)cccc1C)n1c(-c2ccc(-c3ccccc3)cc2)nc2ccccc21 (centres undefined)
4 | 0 | COC1=CC(=O)OC(c2cccc([N+](=O)[O-])c2)C1 (centres undefined)
-25 | 1 | CCCCNC(=O)c1nc(-c2cccnc2)oc1-c1ccc(OC(F)(F)F)cc1
-9 | 2 | CC(=O)/C=C1\OCc2cc(OCc3ccccc3)ccc21
0 | 3 | O=c1c(-c2cccs2)nc2ccccc2n1C(c1ccccn1)c1nc2ccccc2[nH]1 (centres undefined)
4 | 3 | CC1(C(=O)Nc2ccc3c(c2)OCCO3)CN(S(C)(=O)=O)CC(=O)N1CCc1c[nH]c2ccccc12 (centres undefined)
-8 | 2 | CCCCNC(=O)c1cc(-c2ccccc2)sc1N
3 | 0 | COc1cccc(S(=O)(=O)N2C[C@H](O)COC[C@H]3O[C@@H](CC(=O)N4CCN(C)CC4)CC[C@@H]32)c1
4 | -1 | COc1cccc(C(Nc2ccccc2)c2ccc3ccc(C)nc3c2O)c1 (centres undefined)
3 | 1 | CC(C)N1C(=O)c2ccccc2NC(=O)C1C(=O)NC1CC1 (centres undefined)
-13 | 2 | COc1cccc(S(=O)(=O)Nc2ccc3c(c2)C(=O)N(C)C[C@H](OC)[C@H](C)CN[C@@H](C)CO3)c1
-2 | 4 | CCOC(=O)N1CCN(C(=O)C[C@@H]2C[C@@]3(C(=O)OCC)CCCC=C3N(CCc3ccc(OC)c(OC)c3)C2=O)CC1
6 | 4 | Nc1sccc1C(=O)N1CCN(c2ccccc2)CC1
15 | 3 | COc1ccc(C(C(=O)Nc2ccc(F)cc2)N2CCN(c3cccc(C(F)(F)F)n3)CC2)cc1 (centres undefined)
-13 | 8 | O=C(Nc1ccc(F)cc1)C(c1ccncc1)N1CCN(c2cccc(C(F)(F)F)n2)CC1 (centres undefined)
-7 | 3 | CCOC(=O)[C@]12CCCC=C1N(CCc1ccc(OC)c(OC)c1)C(=O)[C@H](CC(=O)N1CCCC1)C2
-4 | 2 | O=C1C=C(OCCF)CC(c2ccc(Br)cc2)O1 (centres undefined)
-1 | 28 | Cn1cc([C@]2(O)C(=O)Nc3ccc(OC(F)(F)F)cc32)c2ccccc21
-11 | 3 | COc1ccc(OC)c(CN2C(=O)CN(S(C)(=O)=O)CC2(C)C(=O)NCc2ccccc2)c1 (centres undefined)
-10 | 2 | O=C(NC1CCCCC1)C(c1ccc(C(F)(F)F)cc1)n1c(=O)c(-c2cc3ccccc3[nH]2)nc2ccccc21 (centres undefined)
5 | 1 | COc1ccc(-c2cn(CC[C@@H]3CC[C@H](NC(=O)Cc4ccccn4)[C@@H](CO)O3)nn2)cc1
-5 | 1 | O=C(Nc1ccc(F)cc1)C(CCc1ccccc1)N1CCN(Cc2c(F)cccc2Cl)CC1 (centres undefined)
-8 | 3 | CC(C)(C)NC(=O)C(c1ccnc2ccccc12)n1c(=O)c(-c2cc3ccccc3[nH]2)nc2ccccc21 (centres undefined)
-2 | -1 | CC(C)(C)NC(=O)C(c1ccc(C(F)(F)F)cc1)n1c(=O)c(-c2ccccc2)nc2ccccc21 (centres undefined)
5 | 8 | COc1cc(Cc2nc3ccccc3n2C(C)c2nc3ccccc3[nH]2)cc(OC)c1 (centres undefined)

Among those listed so far, 6 contain an NH in an aromatic ring:
CHRM4 antagonist | M4 ag | SMILES
2 | 2 | COc1ccc(C(C(=O)NC(C)(C)C)n2c(-c3ccc(=O)[nH]c3)nc3ccccc32)cc1 (centres undefined)
0 | 3 | O=c1c(-c2cccs2)nc2ccccc2n1C(c1ccccn1)c1nc2ccccc2[nH]1 (centres undefined)
4 | 3 | CC1(C(=O)Nc2ccc3c(c2)OCCO3)CN(S(C)(=O)=O)CC(=O)N1CCc1c[nH]c2ccccc12 (centres undefined)
-10 | 2 | O=C(NC1CCCCC1)C(c1ccc(C(F)(F)F)cc1)n1c(=O)c(-c2cc3ccccc3[nH]2)nc2ccccc21 (centres undefined)
-8 | 3 | CC(C)(C)NC(=O)C(c1ccnc2ccccc12)n1c(=O)c(-c2cc3ccccc3[nH]2)nc2ccccc21 (centres undefined)
5 | 8 | COc1cc(Cc2nc3ccccc3n2C(C)c2nc3ccccc3[nH]2)cc(OC)c1 (centres undefined)

Other entries
CHRM4 antagonist | M4 ag | SMILES
6 | 2 | O=C(Nc1ccc(F)cc1)C(c1ccccc1OC(F)(F)F)N1CCN(C(=O)c2ccco2)CC1 (centres undefined)
8 | 23 | COC(=O)[C@]12CCCCC=C1N(Cc1ccc3c(c1)OCO3)C(=O)[C@H](CC(=O)N1CCCC1)C2
-5 | -2 | CC(C)(C)NC(=O)C(C1CC1)n1c(=O)c(-c2ccccc2)nc2ccccc21 (centres undefined)
-1 | 1 | Cc1cc2c(cc1C)-n1nnnc1C(N1CCN(CC(=O)NC(C)C)CC1)C(=O)N2 (centres undefined)
-3 | 0 | Cc1cccc(C)c1NC(=O)C1(C)CSCC(=O)N1C1CCN(Cc2ccccc2)CC1 (centres undefined)
2 | 4 | COc1ccc(S(=O)(=O)N[C@H]2CC[C@H](CCNC(=O)c3ccccc3F)O[C@@H]2CO)cc1
0 | 1 | COc1ccc(-c2nc3ccccc3n(CC(C)C)c2=O)cc1
-18 | 3 | Cc1cccc(N2CCN(C(C(=O)NCc3ccccc3)c3ccco3)CC2)c1C (centres undefined)
-12 | 3 | CCC(C)CN1C(=O)CN(S(C)(=O)=O)CC1(C)C(=O)NC(C)C (centres undefined)
-15 | -2 | CC(c1nc2ccccc2[nH]1)n1c(=O)c(-c2cccnc2)nc2ccccc21 (centres undefined)
0 | 4 | Cc1ccc(S(=O)(=O)N2CCN(C(=O)C(O)c3ccccc3)CC2)cc1 (centres undefined)
-29 | 6 | CO[C@@H]1CN(C)C(=O)c2cc(NS(=O)(=O)c3ccc(C)cc3)ccc2OC[C@H](C)N(Cc2nccs2)C[C@H]1C
-2 | 19 | O=C(NC1CCCC1)C(C1CC1)n1c(-c2cc3ccccc3[nH]2)nc2ccccc21 (centres undefined)
-20 | 7 | CCCCOCCCNC(=O)C[C@@H]1C[C@@]2(C(=O)OC)CC(C)(C)CC=C2N(CCc2ccc(OC)c(OC)c2)C1=O
-4 | 0 | O=C(NCc1ccccc1)C(c1ccc(C(F)(F)F)cc1)n1c(=O)c(-c2ccccc2)nc2ccccc21 (centres undefined)
-9 | 7 | CCOC(=O)[C@]12CCCC=C1N(CCc1ccc(OC)c(OC)c1)C(=O)[C@H](CC(=O)NCC13CC4CC(CC(C4)C1)C3)C2
-19 | 4 | CCOC(=O)[C@]12CCCC=C1N(Cc1ccccc1)C(=O)[C@H](CC(=O)NCC1CCCCC1)C2
-7 | -1 | COC(=O)C1=CN(c2ccc3c(c2)OCO3)C(N)=C(C#N)C1c1ccc(-c2ccccc2)cc1 (centres undefined)
5 | 20 | COC(=O)[C@]12CCCCC=C1N(Cc1ccc3c(c1)OCO3)C(=O)[C@H](CC(=O)N1CCCCC1)C2
-11 | 5 | CN(C)c1ccc(C(=O)C(=O)N2CCN(c3ccccc3)CC2)cc1
-7 | 4 | O=C(Nc1ccc(Cl)c(Cl)c1)N[C@@H]1CC[C@@H](CCn2cc(C3CCCCC3)nn2)O[C@@H]1CO
6 | 2 | COCCCNC(=O)C[C@@H]1C[C@@]2(C(=O)OC)CC(C)(C)CC=C2N(Cc2ccco2)C1=O
3 | 7 | O=C(Nc1ccc(F)cc1)C(c1cccc(F)c1)N1CCN(C(=O)c2ccco2)CC1 (centres undefined)
11 | 5 | CCOC(=O)C[C@@H]1OC[C@H](Cc2ccccc2)N1S(=O)(=O)c1ccc(C)cc1
1 | 3 | COC(=O)[C@@]12C[C@@H](CC(=O)NCC3CCCCC3)C(=O)N(Cc3ccccc3)C1=CCC(C)(C)C2

One compound at a time, as listed above.
Record of `COC(=O)[C@]12CCCCC=C1N(Cc1ccc3c(c1)OCO3)C(=O)[C@H](CC(=O)N1CCCC1)C2` → CHRM4 antagonist: 8; M4 ag: 23
Record of `O=c1c(-c2cccs2)nc2ccccc2n1C(c1ccccn1)c1nc2ccccc2[nH]1` (centres undefined) → CHRM4 antagonist: 0; M4 ag: 3

Next section
CHRM4 antagonist | M4 ag | SMILES
-5 | 10 | COc1ccccc1N1CCN(C(=O)C(=O)c2cccc([N+](=O)[O-])c2)CC1
-29 | 13 | COC(=O)[C@@]12C[C@@H](CC(=O)NCCC(C)C)C(=O)N(Cc3ccc4c(c3)OCO4)C1=CCC(C)(C)C2
1 | 0 | Cc1cnc(-c2nc3ccccc3n2C(C(=O)NC(C)(C)C)c2ccccc2)cn1 (centres undefined)
1 | 2 | COC(=O)C[C@H]1CC[C@H](NS(=O)(=O)c2cn(C)cn2)[C@@H](CO)O1
1 | 1 | COc1cccc(-c2c(-c3ccccc3OC)ncn2Cc2cccc(-c3ccccc3)c2)c1
4 | 2 | CCCCCCCCCc1conc1C(=O)/C=C/c1ccco1
-6 | 2 | O=C(NCc1ccccc1)C(c1ccc(C(F)(F)F)cc1)n1c(=O)c(-c2cc3ccccc3[nH]2)nc2ccccc21 (centres undefined)
-6 | 1 | CCOC(=O)C[C@@H]1OC[C@H](C(C)C)N1S(=O)(=O)c1ccc(C)cc1
-12 | 4 | CC1(C(=O)NCc2ccccc2)CN(S(C)(=O)=O)CC(=O)N1CCc1ccccc1 (centres undefined)
-5 | 1 | O=C(C[C@H]1C=C[C@H](NC(=O)Nc2ccccc2F)[C@@H](CO)O1)NCc1ccc(-c2ccccc2)cc1
-16 | 5 | Cc1cccc(C)c1N1C(=O)c2ccccc2NC(=O)C1C(=O)NCCc1ccccc1F (centres undefined)
-11 | 8 | CCCCOCCCNC(=O)C[C@@H]1C[C@@]2(C(=O)OCC)CCCC=C2N(CCC2=CCCCC2)C1=O

A portion of the library, so the mix of outcomes need not match the whole.
